D1 PAM: Potentiators of Human D1 Dopamine Receptor: qHTS | D(1A) dopamine receptor (Homo sapiens), P21728 | HEK293 TREx D1 cells, calcium flux, dopamine EC20 potentiation | potentiation, % at 10 µM | 360,000 compounds, 0.036% hits | AID 504651, 2011; in the data active = potentiation above about 30%; note: 0% is about no effect
D2 antagonist: HTS Assay for Allosteric Antagonists of the Human D2 Dopamine Receptor: Primary Screen for Antagonists. D(2) dopamine receptor (Homo sapiens), P14416. HEK293 TREx D2 cells, calcium flux, dopamine EC80. 340,000 compounds, 2% hits. AID 485344, 2010. inhibition, % at 10 µM; in the data active = inhibition above about 30%; note: 0% is about no effect
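Tetracycline-induced HEK293 TREx cells expressing D2 receptor forced-coupled to calcium signalling, loaded with no-wash calcium dye. Compounds added and calcium flux read 180 s, then dopamine added at EC80 and read a further 180 s.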
D2 agonist: HTS Assay for Allosteric Agonists of the Human D2 Dopamine Receptor: Primary Screen for Agonists | D(2) dopamine receptor (Homo sapiens), P14416 | HEK293 T-REx D2 cells, calcium flux agonist mode | activation, % at 2 µM | 340,000 compounds, 0.53% hits | AID 485358, 2010;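 active = activation over 3 SD above normal in the single-dose calcium agonist read, cut at about 30% in these data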; note: 0% is about no effect
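Tetracycline-induced HEK293 Trex cells with D2 receptor force-coupled to calcium signaling, plated overnight at 30 C and loaded with no-wash calcium dye. Calcium flux read kinetically for 180 s after compound addition; responses flag agonists.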
D2 PAM: HTS Assay for Positive Allosteric Modulators of the Human D2 Dopamine Receptor: Primary Screen for Potentiators; D(2) dopamine receptor (Homo sapiens), P14416; HEK293 T-REx D2, calcium flux, EC20 dopamine potentiation; potentiation, % at 10 µM; 340,000 compounds, 0.34% hits; AID 485347, 2010;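 active = potentiation over 3 SD above the plate norm, cut at about 30% in these data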; note: 0% is about no effect
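Primary screen. Calcium kinetics in induced HEK293 T-REx D2 cells: compound pre-addition 180 s, EC20 dopamine, 180 s more.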
TRHR enhancer: qHTS for Small Molecule Agonists and Allosteric Enhancers of Human TRH Receptor: Primary Screen for Enhancers; Thyrotropin-releasing hormone receptor (Homo sapiens), P34981; TRHR cells, fluo-8 calcium fluorescence, EC20 TRH enhancement; enhancement, % at 2 µM; 360,000 compounds, 0.66% hits; AID 493056, 2011; in the data active = enhancement above about 30%; note: 0% is about no effect
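Enhancer read-out: after compound pinning and an initial kinetic agonist-mode read, an EC20 of TRH (10 nM final) was injected and fluo-8 calcium signal (Ex 480/Em 530) followed at 1 s/cycle for 100 cycles in TRHR-expressing cells.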
D1 ag: Allosteric Agonists of the Human D1 Dopamine Receptor: qHTS | D(1A) dopamine receptor (Homo sapiens), P21728 | HEK293 T-REx D1 cells, calcium flux, agonist mode | activation, % at 2 µM | 360,000 compounds, 1% hits; note: 0% is about no effect
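Inducible HEK293 T-REx D1 cells, force-coupled to calcium signalling, were plated at 4000 cells/well with tetracycline and held overnight at 30 C. After no-wash calcium dye loading, compound-evoked calcium rise over 180 s flagged agonists.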
RXFP1 antag: qHTS Assay for Antagonists of the Relaxin Receptor RXFP1. activity change, negative = inhibition, % at 57.5 µM. HEK293-RXFP1, relaxin-stimulated cAMP HTRF, 30 min; active compounds read low. 350,000 compounds, 0.59% hits. AID 1259400, 2018;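 active = activity change of -60% or lower, but not beyond a set lower limit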; note: % is set by controls: 0 for no effect and ±100 for the full control effect
Target sequence (Q9HBX9 whole entry, looked up): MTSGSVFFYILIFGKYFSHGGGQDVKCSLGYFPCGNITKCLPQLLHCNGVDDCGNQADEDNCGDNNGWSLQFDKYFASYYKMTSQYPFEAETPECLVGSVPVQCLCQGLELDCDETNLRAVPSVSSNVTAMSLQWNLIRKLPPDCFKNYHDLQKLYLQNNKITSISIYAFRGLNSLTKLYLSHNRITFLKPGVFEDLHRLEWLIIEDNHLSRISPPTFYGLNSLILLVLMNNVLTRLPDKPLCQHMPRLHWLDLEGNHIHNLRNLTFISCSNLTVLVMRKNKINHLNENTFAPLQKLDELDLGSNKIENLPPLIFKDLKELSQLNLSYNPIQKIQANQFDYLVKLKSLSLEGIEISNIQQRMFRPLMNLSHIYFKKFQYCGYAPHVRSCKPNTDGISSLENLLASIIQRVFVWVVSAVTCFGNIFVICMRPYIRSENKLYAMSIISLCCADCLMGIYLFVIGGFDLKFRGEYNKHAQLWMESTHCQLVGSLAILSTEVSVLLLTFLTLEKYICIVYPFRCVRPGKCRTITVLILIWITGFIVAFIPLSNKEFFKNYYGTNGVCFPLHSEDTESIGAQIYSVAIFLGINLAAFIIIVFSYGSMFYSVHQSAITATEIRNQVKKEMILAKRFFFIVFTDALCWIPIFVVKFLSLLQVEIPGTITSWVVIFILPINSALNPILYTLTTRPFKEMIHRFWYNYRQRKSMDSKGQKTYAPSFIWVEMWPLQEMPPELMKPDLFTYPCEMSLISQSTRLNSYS
D1 antagonist: Antagonist of Human D 1 Dopamine Receptor: qHTS; D(1A) dopamine receptor (Homo sapiens), P21728; HEK293 TREx D1 cells, calcium flux, dopamine EC80; active compounds read low; activity change, negative = inhibition, % at 10 µM; 360,000 compounds, 3.2% hits; AID 504652, 2011; in the data active = activity change below about -30%; note: % is set by controls: 0 for no effect and ±100 for the full control effect
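Cells carrying a force-coupled, tetracycline-inducible human D1 receptor report calcium flux. Each well gets a 10 s baseline, compound with 180 s monitoring, then an EC80 dopamine stimulus with a second 180 s kinetic read.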
TRHR ag: qHTS for Small Molecule Agonists and Allosteric Enhancers of Human TRH Receptor: Primary Screen for Agonists | Thyrotropin-releasing hormone receptor (Homo sapiens), P34981 | TRHR cells, calcium flux fluo-8, FDSS agonist mode | activation, % at 2 µM | 360,000 compounds, 0.18% hits; note: 0% is about no effect
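Agonist-mode FDSS calcium read (Ex 480/Em 530, 1 s cycles) in 1536-well TRHR cells with fluo-8 dye, after 10-cycle baseline and 23 nL compound addition; TRH at EC20 (10 nM final) added afterwards for the enhancer phase.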
* = called active by the depositor; · = no result given. Cut-off read from the data, not from the text of the source, unless noted: active = activation above about 30%; inactive = the rest.

SMILES | D1 PAM | D2 antagonist | D2 agonist | D2 PAM | TRHR enhancer | D1 ag | RXFP1 antag | D1 antagonist | TRHR ag
CC(=O)Nc1cn(-c2ccccc2)nc1-c1ccccc1 | -5.3 | 0.6 | 0.5 | 6.3 | 0.2 | -0.2 | 1.9 | 15.7 | 0.3
CCC(CC)C(=O)Nc1nnc(SCC(=O)NC2CCCCC2)s1 | 5.8 | 16.8 | -2.7 | · | 1.3 | 1.3 | 7.9 | 10.9 | -0.1
N#Cc1ccc(CSc2nc3c(c(=O)[nH]2)CCCC3)cc1 | -2.6 | · | 5.5 | -21.8 | -0.4 | 0.7 | 0.3 | 1.5 | 0.7
CCNC(=O)COC(=O)C1CCN(S(=O)(=O)c2ccc3c(c2)OCCO3)CC1 | -2.5 | 6.0 | -0.5 | 9.2 | 3.2 | 0.6 | 1.6 | 3.8 | 0.1
Cc1cc2c(cc1C)N(C(=O)CSC1=NCCS1)C(C)(C)c1ssc(=S)c1-2 | 16.2 | 28.9 | 0.7 | 1.6 | -17.0 | 3.3 | -8.4 | 52.8 | 0.7
Cc1ccc(-n2c(Cc3cccn3C)nnc2SCC(=O)N2CCc3ccccc32)cc1 | 10.8 | -5.0 | -0.8 | -10.6 | -11.0 | 1.0 | 8.0 | 6.1 | 0.7
CCCc1cc(C(=O)Nc2ccc(C#N)cc2)no1 | 0.6 | -4.9 | 0.4 | -8.9 | 16.3 | 7.0 | -7.5 | -9.0 | 0.8
CN(c1ccccc1)S(=O)(=O)c1ccc(C(=O)Nc2nnc(C3CC3)s2)cc1 | -4.7 | 7.8 | -1.3 | 6.5 | -3.2 | 1.1 | -12.2 | 7.1 | -0.6
O=C(Nc1nc2ccccc2s1)c1c(F)cccc1Cl | -8.2 | 2.8 | 0.0 | -0.3 | -0.2 | 3.5 | -1.0 | 13.3 | 0.1
COc1ccccc1NC(=O)Nc1nn(C)c2cccc(OC)c12 | 5.1 | -3.2 | 0.5 | 0.1 | 2.3 | 0.9 | -22.3 | 0.7 | 0.3
COc1ccc(S(=O)(=O)N(CC(=O)N2CCN(C)CC2)c2ccc(C)cc2)cc1OC | -2.6 | -0.9 | -0.8 | -9.0 | -3.7 | -0.4 | -2.1 | 1.5 | -0.1
CN(C(=O)CSc1nnc(Nc2ccccc2)s1)C1CCS(=O)(=O)C1 (configuration not stated) | 0.7 | 11.3 | 1.8 | -2.4 | 51.4* | 2.0 | -14.4 | -7.3 | 0.0
CCc1ccc2c(c1)c1nc(C)sc1n2CC | -4.2 | 6.0 | -1.0 | 18.4 | -2.1 | 3.1 | -39.8 | -27.3 | -0.1
CC1(c2ccccc2Cl)NC(=O)N(CC(=O)Nc2cccnc2Cl)C1=O (configuration not stated) | -4.3 | -12.3 | 0.8 | 7.1 | 0.9 | 6.8 | -4.3 | 9.9 | 0.2
CCCNC(=S)Nc1ccc(Cl)cc1Cl | -4.1 | 5.9 | -0.9 | -9.0 | -0.8 | 3.1 | -2.4 | -16.9 | -0.4
O=C(CN1C(=O)NC2(CCCCC2)C1=O)NCc1cccs1 | -5.2 | 2.8 | 0.9 | -5.7 | 0.9 | 1.6 | -0.1 | 5.5 | -0.8
C=CCSc1nc2sc3c(c2c(=O)n1-c1ccc(C)cc1)CCN(C)C3 | -7.2 | -4.6 | 0.4 | 2.2 | -8.4 | 1.2 | -8.7 | 1.7 | 0.4
O=C(Cn1nnc(-c2ccccc2F)n1)N1CCCCC1 | 5.3 | · | · | · | 2.0 | 2.5 | 0.7 | 2.0 | 0.5
Cc1ccc(C(=O)N2CCN(c3ccccc3F)CC2)cc1NC(=O)c1nsc2ccccc12 | -0.1 | · | 1.1 | 8.8 | -12.1 | 6.3 | -25.0 | -5.3 | 0.4
CCOc1cc(-c2ccccc2)nc(N)n1 | 0.7 | 6.8 | -0.1 | 1.8 | 3.6 | 4.1 | -1.7 | 3.3 | -0.9
O=C(CCC(=O)Nc1ccccc1Cl)NNC(=O)c1ccco1 | -9.1 | 13.0 | 0.5 | -2.3 | 1.1 | 3.9 | 2.0 | -1.9 | -0.4
Cc1cc(C)cc(-n2ncc3c2CCCC3NC(=O)C2(C(N)=O)CC2)c1 (configuration not stated) | -3.6 | -11.3 | 0.0 | -19.1 | 24.0 | 6.4 | -7.2 | -9.8 | 0.7
Cc1sc2nc(CSCC(=O)Nc3ccc(C(=O)N(C)C)cc3)[nH]c(=O)c2c1C | 1.4 | 20.3 | 0.3 | 10.6 | 9.9 | 1.3 | 5.4 | 10.2 | 1.4
COCCNC(=O)C1CCN(S(=O)(=O)c2ccc3c(c2)CCCN3C(C)=O)CC1 | -2.9 | · | 0.1 | 10.0 | -4.2 | 0.9 | -14.5 | 18.8 | 0.6
Cc1oc(-c2ccc(Cl)cc2)nc1CSc1nnc(C)n2c1cc1sccc12 | -5.8 | · | 0.7 | -2.4 | 5.7 | 1.3 | -7.8 | -9.3 | 0.5

Compound profiles (already shown). Values in the order: D1 PAM | D2 antagonist | D2 agonist | D2 PAM | TRHR enhancer | D1 ag | RXFP1 antag | D1 antagonist | TRHR ag
Listed for CCc1ccc2c(c1)c1nc(C)sc1n2CC = -4.2 | 6.0 | -1.0 | 18.4 | -2.1 | 3.1 | -39.8 | -27.3 | -0.1
Listed for O=C(Cn1nnc(-c2ccccc2F)n1)N1CCCCC1 = 5.3 | · | · | · | 2.0 | 2.5 | 0.7 | 2.0 | 0.5

The listing picks up with the 2 entries that preceded the break.
SMILES | D1 PAM | D2 antagonist | D2 agonist | D2 PAM | TRHR enhancer | D1 ag | RXFP1 antag | D1 antagonist | TRHR ag
COCCNC(=O)C1CCN(S(=O)(=O)c2ccc3c(c2)CCCN3C(C)=O)CC1 | -2.9 | · | 0.1 | 10.0 | -4.2 | 0.9 | -14.5 | 18.8 | 0.6
Cc1oc(-c2ccc(Cl)cc2)nc1CSc1nnc(C)n2c1cc1sccc12 | -5.8 | · | 0.7 | -2.4 | 5.7 | 1.3 | -7.8 | -9.3 | 0.5
NC(N)=NS(=O)(=O)c1ccc(NC(=S)NC(=O)c2ccc(Br)cc2)cc1 | 3.9 | 6.6 | 3.1 | -14.8 | -5.8 | 4.0 | -5.4 | 24.6 | 0.5
COc1ccc(OC)c(NC(=S)N2CCC(C(O)(c3ccccc3)c3ccccc3)CC2)c1 | 0.2 | -10.2 | 0.1 | 1.1 | -3.3 | 9.5 | -8.7 | 4.0 | 0.2
CCCN1C(=O)c2cc(C(=O)O)ccc2C1O (configuration not stated) | -2.3 | 8.0 | -0.6 | -13.2 | 3.9 | -1.9 | -4.4 | 3.8 | 0.3
Cn1nnnc1Sc1ncnc2scc(-c3ccc4c(=O)ccoc4c3)c12 | 8.1 | · | · | · | 1.2 | 0.6 | · | 21.6 | 0.5
Cc1cc(SCC(=O)NCc2ccc(F)cc2)nc(=O)[nH]1 | 2.5 | · | 0.6 | 13.7 | -3.4 | 1.3 | · | · | 0.4
C#CCSc1nncn1C(=O)/C=C/c1ccccc1 | 3.0 | 0.4 | 0.8 | 0.6 | -0.3 | 1.2 | 3.7 | -7.2 | 0.1
O=C(CC(C(=O)NCc1ccccc1)c1nc2ccccc2c(=O)[nH]1)NCc1ccccc1 (configuration not stated) | -2.3 | -0.7 | -1.0 | 6.5 | -8.6 | 3.0 | -12.3 | -28.0 | -1.0
CCOc1ccc(C(=O)Oc2cc(C)[nH]c(=O)c2[N+](=O)[O-])cc1OCC | -2.6 | 3.3 | 1.0 | -1.2 | -2.1 | 0.2 | 0.6 | -11.6 | -0.1
O=C(NCc1ccc(F)cc1)C1CCN(c2cnccn2)CC1 | -7.0 | 3.1 | 0.4 | 1.0 | -3.6 | 0.6 | -5.3 | 5.1 | -1.6
CCOc1ccc(-c2nc(N)ncc2Oc2ccccc2Br)c(O)c1 | 1.5 | 12.2 | 0.8 | 5.7 | -10.1 | 2.4 | -38.2 | 11.6 | 0.1
Nn1c(SCC(=O)Nc2cccc(C(F)(F)F)c2)nncc1=O | 0.5 | -2.3 | 0.4 | 6.3 | 2.5 | 7.2 | -1.3 | -13.0 | 0.5
O=C(c1ccccc1)c1ccc(C(=O)N2CCN(c3ccccc3Cl)CC2)cc1 | -9.1 | -2.5 | -1.4 | -13.0 | 1.1 | 5.3 | -1.6 | -28.1 | -0.1
COC(=O)c1ccc(C(=O)OC)c(NC(=O)c2ccc(-c3ccccc3)s2)c1 | -2.2 | · | -0.9 | 25.3 | 6.6 | 12.1 | -3.2 | 3.5 | -0.9
CCCCNC(=O)N1CCOCCOCCN(C(=O)NCCCC)CCOCC1 | -3.5 | 20.4 | -1.3 | -1.8 | 8.8 | 0.0 | -8.2 | -16.4 | -1.8
Cc1cc(C)nc(SCc2nnc(SCC(=O)NCc3ccco3)n2-c2ccccc2)n1 | -2.5 | -1.6 | -1.0 | 14.5 | 0.5 | 2.2 | -3.9 | 2.5 | -0.4
CCOC(=O)C1CCN(C(=O)C2CCN(C3=NS(=O)(=O)C(c4ccc(C)c(C)c4)=C3C)CC2)CC1 | -5.4 | · | -0.6 | -3.0 | 2.9 | -0.1 | -18.1 | 6.8 | -0.1
CCOC(=O)N1CCN(S(=O)(=O)c2ccc(C)c(C)c2C)CC1 | -3.5 | 15.9 | 0.1 | 7.1 | 3.0 | 3.3 | -2.6 | -20.0 | -0.2
Nc1cc(=O)[nH]c(SCc2nc3ccccc3n2Cc2ccccc2)n1 | -4.3 | · | · | · | -0.3 | 0.1 | -2.3 | 11.1 | -0.4
Nn1c(SC/C=C/c2ccccc2)nnc1-c1ccncc1 | -5.7 | 37.9* | 0.0 | 17.6 | 4.0 | 1.0 | -12.6 | -11.0 | 0.0
Cn1cccc1Cc1nnc(SCC(=O)Nc2cccc(Cl)c2)n1-c1ccc(F)cc1 | 15.4 | -7.1 | 0.0 | -26.5 | 0.6 | 1.5 | -30.4 | -9.5 | 0.7
Cc1nc(-c2ccc(C)c(S(=O)(=O)N3CCC(C(=O)NCc4ccc(F)cc4)CC3)c2)no1 | -1.8 | · | 0.1 | 14.2 | 10.3 | 8.3 | 5.3 | -9.0 | 0.1
Cc1ccccc1-n1nc2c(c1NC(=O)c1ccco1)CS(=O)(=O)C2 | -4.0 | 0.5 | -0.2 | -4.5 | -1.7 | 3.0 | -4.1 | 5.5 | 0.6
Cc1sc2ncnc(OCC(=O)c3ccc(S(=O)(=O)N4CCCC4)cc3)c2c1C | 2.6 | -5.3 | -0.9 | 0.1 | -4.1 | 2.1 | 5.8 | 0.2 | -0.4

Source: PubChem BioAssay
